# CTSL1 counter = blocks F. hepatica cathepsin L1 in PFM18AAP counter-screen; recombinant F. hepatica cathepsin L1, Z-Leu-Arg-MCA fluorescence; hit rate 0.49% among 300,000; inhibition, % at 5.96 µM;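 active = inhibition above the mean of all tested compounds plus 3 SD, set per screening campaign, cut at about 17% in these data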;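 also: 0% = plate median of test compound wells and 100% = 1 µM Z-Phe-Ala-diazomethylketone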
# proCasp3 act = activators of human procaspase-3; P42574; recombinant procaspase-3 D3A, Ac-DEVD-pNA absorbance 405 nm; activation, % at 8.5 µM; hit rate 0.11% among 330,000;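 active = activation above the mean of all tested compounds plus 3 SD, cut at about 21% in these data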;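 also: 0% = DMSO alone and 100% = DMSO wells spiked with extra 5 µM PC-3 D3A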
#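 Assay system: Autoprocessing-dead procaspase-3 D3A mutant enzyme; also added: Ac-DEVD-pNA; doses: one concentration, 8.5 µM nominal, 0.8% DMSO; times: 1 h compound preincubation, 2 h substrate hydrolysis at 25 °C; technique: 405 nm absorbance of p-nitroaniline, reads at 0 and 120 min; measure: % activation between DMSO and enzyme-spiked controls; repeats: single replicate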
# GASC-1 inh = blocks human GASC-1 demethylase activity | Q9H3R0 | GST-JMJD2C(1-420) H3K9me3 demethylation, DELFIA europium | inhibition, % at 2.35 µM | hit rate 0.069% among 330,000 | AID 2099;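 active = more than half of a compound's replicate wells show inhibition beyond 50%, single wells judged on their own value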;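 also: signal counts dimethyl H3K9 product captured on neutravidin plate; 0% = median of DMSO wells and 100% = 0.3 times that DMSO median; strong numbers were not always called active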
# PP5 inh = blocks human protein phosphatase 5 activity. P53041. purified PP5c, OMFP substrate fluorescence. inhibition, % at 6.7 µM. hit rate 0.18% among 320,000. AID 1987;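 active = inhibition above the campaign's mean inhibition across all tested compounds plus 3 SD, cut at about 9.5% in these data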;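 also: 0% = DMSO only and 100% = 100 µM cantharidin control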
# PP1 inh = blocks human PP1-alpha phosphatase, a PP5 counter-screen; purified PP1alpha, OMFP fluorescence; inhibition, % at 6.7 µM; hit rate 0.9% among 320,000;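 active = inhibition above the mean inhibition of all tested compounds plus 3 SD, computed separately for each screening campaign, cut at about 15% in these data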
# HCV core dimer = blocks dimerization of HCV core protein. TR-FRET GST/Flag-core106 dimerization, 1536-well. inhibition, % at 5 µM. hit rate 0.33% among 300,000. AID 1899;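 active = inhibition above the mean of all tested compounds plus 3 SD, set per screening campaign, cut at about 45% in these data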
#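 Material: GST/Flag-tagged HCV core106 proteins. Incubation: 4 h, 22.5 °C incubation. Read-out basis: inhibition (%) from 671 over 617 nm ratio. Measured by: TR-FRET, excitation 340 nm, emission 617 and 671 nm.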
# GRK2 aptamer HTS = human GRK2 inhibition via aptamer displacement; bead flow cytometry, FAM-aptamer displacement from GRK2; inhibition of aptamer binding, % at 10 µM; hit rate 0.59% among 330,000; AID 488847;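 active = inhibition of aptamer binding above 40%, roughly 3 SD of noise, on plates passing a quality check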;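 also: median bead fluorescence of bound FAM aptamer so fluorescent compounds give negative values; no value below 0 was filed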
# VLA-4 inh = inhibition in a human VLA-4 binding assay | P13612 | VLA-4 expressing cells, ligand binding flow cytometry | inhibition, % (about 7 µM as worked out from the volumes in the protocol) | hit rate 0.2% among 330,000; in the data active = inhibition above about 50%
# Target sequence (P13612 whole entry, looked up): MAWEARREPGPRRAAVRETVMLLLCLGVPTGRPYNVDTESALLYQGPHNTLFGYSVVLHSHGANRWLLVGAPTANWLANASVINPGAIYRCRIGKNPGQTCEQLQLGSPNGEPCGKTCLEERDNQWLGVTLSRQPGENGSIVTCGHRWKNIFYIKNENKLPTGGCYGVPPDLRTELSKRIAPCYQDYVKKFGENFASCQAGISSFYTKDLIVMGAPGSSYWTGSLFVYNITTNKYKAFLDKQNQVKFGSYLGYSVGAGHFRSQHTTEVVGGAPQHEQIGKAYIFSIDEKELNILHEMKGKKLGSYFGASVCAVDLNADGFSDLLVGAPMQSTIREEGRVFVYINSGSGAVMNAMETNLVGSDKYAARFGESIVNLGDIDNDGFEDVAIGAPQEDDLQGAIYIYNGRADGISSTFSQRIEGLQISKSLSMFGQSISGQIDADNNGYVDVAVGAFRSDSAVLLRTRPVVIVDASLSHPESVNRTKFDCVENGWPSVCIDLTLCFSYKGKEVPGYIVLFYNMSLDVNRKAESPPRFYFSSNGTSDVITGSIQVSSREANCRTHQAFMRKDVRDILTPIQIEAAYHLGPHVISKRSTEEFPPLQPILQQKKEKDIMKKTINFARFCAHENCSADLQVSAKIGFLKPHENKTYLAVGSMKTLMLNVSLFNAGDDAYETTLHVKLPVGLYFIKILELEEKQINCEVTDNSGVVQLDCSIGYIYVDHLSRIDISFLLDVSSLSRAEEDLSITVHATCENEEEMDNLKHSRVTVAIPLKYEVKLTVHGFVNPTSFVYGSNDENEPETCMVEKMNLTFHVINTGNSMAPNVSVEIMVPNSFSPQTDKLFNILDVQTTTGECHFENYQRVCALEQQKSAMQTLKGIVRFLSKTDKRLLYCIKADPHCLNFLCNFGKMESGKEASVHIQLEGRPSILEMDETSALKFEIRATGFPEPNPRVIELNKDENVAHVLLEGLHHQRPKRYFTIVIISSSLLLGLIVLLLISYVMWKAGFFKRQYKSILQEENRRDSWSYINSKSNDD
# proCasp7 act = activates human procaspase-7, counter-screen for procaspase-3 activators. P55210. recombinant procaspase-7, Ac-DEVD-pNA absorbance 405 nm; D23A/D198A/D206A triple mutant, cannot self-cleave; scale: DMSO 0, 5 µM enzyme 100. activation, % at 8.5 µM. hit rate 0.093% among 330,000. AID 463210;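 active = percent activation above the screen-wide mean plus 3 SD, cut at about 25% in these data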
#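 Assay system: Uncleavable procaspase-7 mutant enzyme / Input: 2 µM procaspase-7 mutant as dispensed / Dosing: single nominal 8.5 µM compound dose, 0.8% DMSO final / Timing: 1 h enzyme–compound preincubation and 2 h substrate reaction, both 25 °C / Detection: p-Nitroaniline absorbance at 405 nm, read at 0 and 120 min / Replication: singlicate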
# An asterisk follows results filed as active; · = not tested or not shown. No enrichment for hits, and some 2.6% of all compounds hit somewhere here.
structure,CTSL1 counter,proCasp3 act,GASC-1 inh,PP5 inh,PP1 inh,HCV core dimer,GRK2 aptamer HTS,VLA-4 inh,proCasp7 act
CCOC(=O)c1ccccc1NC(=O)C1CCCO1 (stereo not given),3,0,-5,4.6,2,-10,3,11,2
O=C(NCCS(=O)(=O)c1ccc(Br)cc1)c1ccc(Cl)cc1,0,5,7,-0.8,-4,-3,1,-16,2
Cc1ccc(C2(C)CC(C)(C)N(C(=O)CSc3nnc(C)s3)c3ccccc32)cc1 (stereo not given),5,2,2,4.4,3,11,0,-4,-3
Cc1ccc(NC(=O)NCC(c2cccnc2)N2CCOCC2)cc1 (stereo not given),1,-4,-2,2.0,-2,-7,3,-2,5
Cc1cc(=O)c(C(=O)O)nn1-c1cccc(C(F)(F)F)c1,-3,9,-7,1.7,5,2,2,12,18
O=C(/C=C/c1cn(CC(O)CN2CCCCC2)c2ccccc12)c1cccs1 (stereo not given),-1,-17,8,1.8,5,0,0,-43,-20
CCC(C)c1ccc(OCC(=O)Nc2ccc(Cl)cn2)cc1 (stereo not given),-3,0,11,1.0,4,-5,0,-4,3
CC(C)C(=O)N1CCc2cc(-c3csc(N)n3)ccc21,-1,-6,3,0.9,-8,13,0,-88,-26
Cc1onc(-c2c(F)cccc2Cl)c1C(=O)OCC(=O)NC1CC1,3,1,3,0.3,-2,-1,1,18,11
CCCCOC(=O)N1CCOCCOCCOCCOCC1,0,4,-2,0.9,-5,-10,2,-10,-3
CC1CCN(C(=O)CSc2nc(C(C)C)nc3c2c(=O)n(C)c(=O)n3C)CC1,-1,-1,-22,4.9,-2,7,2,11,-12
N#C/C(C(=S)Nc1ccccc1)=C1/NN=C(N2CCOCC2)N1c1ccccc1,-1,0,-17,1.2,-2,0,1,12,8
Cc1nn(S(=O)(=O)c2ccc(Cl)cc2)c(C)c1S(=O)(=O)N1CCOCC1,-2,3,0,0.7,-3,-3,0,8,6
CCC1=Nc2cc(C(=O)NCCN3CCCC3)ccc2Sc2ccc(C)cc21,-1,8,8,1.1,-4,6,0,11,-5
Cn1c(CNS(=O)(=O)c2ccc(Br)cc2)n[nH]c1=S,1,-2,-12,-0.1,-2,2,7,13,5
CC(/C=C/C(=O)c1ccc(C)cc1)=C\c1ccccc1,5,3,4,-0.3,5,8,0,9,-10
Cn1c(=O)cc(-c2ccccc2)c2ccccc21,-4,3,13,3.3,-4,1,0,6,6
O=C(Nc1nc(N2C(=O)c3ccccc3C2=O)n(-c2ccccc2)n1)c1ccc(Cl)cc1,-4,-4,13,0.2,0,11,0,-9,7
COc1cccc(C2CC(c3ccc(Cl)cc3)Nc3nc(N)nn32)c1 (stereo not given),-5,4,4,1.9,0,-6,1,4,1
CCC(C)(C)NC(=O)Cc1ccccc1OC,-7,3,6,-3.1,0,3,0,35,5
CCOc1ccc(C(=O)Nc2ccccc2OC(F)F)cc1,-5,2,-14,0.8,-7,0,0,-2,8
CN=c1scc(-c2ccc(Cl)cc2)n1C,4,-2,-2,-0.5,-1,4,0,·,-8
CC1CCN(C(=O)Cn2cc(C#N)c3ccccc32)CC1,0,3,-1,2.0,-4,-169,5,11,3
CC(=O)c1ccc(NC(=O)c2ccc(S(=O)(=O)N3CCCC3)cc2)cc1,0,3,-7,0.3,-6,2,11,9,-2
CC(C)c1ccc(/C=C/C(=O)NC(=S)Nc2ccc(CN3CCOCC3)cc2)cc1,-3,-4,10,2.5,3,2,0,-2,1

# Four of the compounds above, with each value named.
CCOC(=O)c1ccccc1NC(=O)C1CCCO1 (stereo not given)
  CTSL1 counter = 3	proCasp3 act = 0	GASC-1 inh = -5	PP5 inh = 4.6	PP1 inh = 2	HCV core dimer = -10	GRK2 aptamer HTS = 3	VLA-4 inh = 11	proCasp7 act = 2

Cc1onc(-c2c(F)cccc2Cl)c1C(=O)OCC(=O)NC1CC1
  CTSL1 counter = 3	proCasp3 act = 1	GASC-1 inh = 3	PP5 inh = 0.3	PP1 inh = -2	HCV core dimer = -1	GRK2 aptamer HTS = 1	VLA-4 inh = 18	proCasp7 act = 11

CC1CCN(C(=O)Cn2cc(C#N)c3ccccc32)CC1
  CTSL1 counter = 0	proCasp3 act = 3	GASC-1 inh = -1	PP5 inh = 2.0	PP1 inh = -4	HCV core dimer = -169	GRK2 aptamer HTS = 5	VLA-4 inh = 11	proCasp7 act = 3

Cc1ccc(C2(C)CC(C)(C)N(C(=O)CSc3nnc(C)s3)c3ccccc32)cc1 (stereo not given)
  CTSL1 counter = 5	proCasp3 act = 2	GASC-1 inh = 2	PP5 inh = 4.4	PP1 inh = 3	HCV core dimer = 11	GRK2 aptamer HTS = 0	VLA-4 inh = -4	proCasp7 act = -3

# The results go on.
canonical_smiles	CTSL1 counter	proCasp3 act	GASC-1 inh	PP5 inh	PP1 inh	HCV core dimer	GRK2 aptamer HTS	VLA-4 inh	proCasp7 act
COc1ccccc1OCCCCN1CCC(C)CC1	-10	3	3	2.2	-1	-8	0	10	3
CCS(=O)(=O)c1ccc2oc(SCC(=O)NC3CCCC(C)C3C)nc2c1 (stereo not given)	0	6	-1	0.5	-1	1	0	-17	5
CC(C)NC(=O)c1ccc(COc2ccc(C(C)(C)C)cc2)o1	-1	2	-5	1.9	7	-8	0	6	-15
Cc1c(C)n(CCc2c[nH]c3ccccc23)ccc1=O	1	-5	5	-0.9	-8	1	1	4	11
CC(=O)c1ccc(S(=O)(=O)Nc2ccc(-c3ccc4nnc(C)n4n3)cc2)cc1	-2	2	-9	5.1	7	58*	4	-4	8
Cc1ccccc1NC(=S)NCc1ccc2c(c1)OCO2	-2	4	-1	0.3	2	1	4	15	-1
O=C(CNS(=O)(=O)c1ccccc1)N1CCc2ccccc2C1	4	4	-15	5.3	-2	-4	3	-2	9
CCCc1[nH]nc2c1C(c1cc(OC)ccc1F)C(C#N)=C(N)O2 (stereo not given)	-2	6	0	5.0	-1	-3	2	11	-7
COc1ccc2c(c1)[nH]c1c(N3CCSCC3)ncnc12	0	1	-5	3.5	-5	-3	0	1	-2
Cc1ccc(S(=O)(=O)N(C)C)cc1NC(=O)c1cc(-c2ccco2)nc2ccccc12	2	-1	3	3.4	2	15	1	7	-4
CC(C)(C)c1cc(C(=O)N/N=C/c2ccccc2O)n(-c2ccccc2)n1	0	-55	7	0.4	3	12	99*	20	-72
CCCN(Cc1nnc(-c2cccs2)o1)C(=O)CN1C(=O)NC2(CCCCC2C)C1=O (stereo not given)	·	5	-1	0.7	1	·	0	14	-5
Cc1cc(C)nc(N2CCC(C(=O)NCCc3ccc(F)cc3)CC2)n1	4	9	16	-1.5	-2	-3	0	-9	-9
Cc1ccccc1N1C(=O)CN(Cc2sccc2C)C1=S	-1	4	-4	1.3	0	-6	3	-18	-1
Cc1nnc(SCC(=O)NC2CC2)n1-c1ccccc1	0	-1	5	3.4	-3	11	0	1	7
COc1ccc(NC(=O)c2cc(C)nc3ccccc23)cc1S(=O)(=O)N1CCOCC1	·	-3	0	·	·	·	3	-10	-9
CCC(CC)c1nnc(NC(=O)c2cc(C(=O)OC)cc([N+](=O)[O-])c2)s1	2	-14	3	0.1	-2	2	2	7	-7
Cc1noc(C)c1C(=O)Nc1ccc(C#N)cc1	0	-4	5	-0.8	-4	5	2	-6	-5
CCOC(=O)c1c(NC(=O)CCCN2CCOCC2)sc2c1CC(C)(C)OC2	3	-8	-13	3.4	1	-3	1	6	-6
COc1ccc(NC(=O)CSc2nnc(N)s2)cc1S(=O)(=O)N1CCCCC1	·	-4	-11	·	·	·	0	-9	1

# Three entries out of the list, arranged by molecular weight, descending.
canonical_smiles	CTSL1 counter	proCasp3 act	GASC-1 inh	PP5 inh	PP1 inh	HCV core dimer	GRK2 aptamer HTS	VLA-4 inh	proCasp7 act
O=C(/C=C/c1cn(CC(O)CN2CCCCC2)c2ccccc12)c1cccs1 (stereo not given)	-1	-17	8	1.8	5	0	0	-43	-20
CCC(CC)c1nnc(NC(=O)c2cc(C(=O)OC)cc([N+](=O)[O-])c2)s1	2	-14	3	0.1	-2	2	2	7	-7
CC(/C=C/C(=O)c1ccc(C)cc1)=C\c1ccccc1	5	3	4	-0.3	5	8	0	9	-10

# (listing goes on)
canonical_smiles	CTSL1 counter	proCasp3 act	GASC-1 inh	PP5 inh	PP1 inh	HCV core dimer	GRK2 aptamer HTS	VLA-4 inh	proCasp7 act
COCc1cc(=O)[nH]c(Nc2nc3ccccc3o2)n1	1	0	10	1.3	2	-1	0	4	-4
CC1C(c2ccccc2)=[N+]([O-])C2(CCCCC2)N1O (stereo not given)	1	-1	3	2.2	-3	-9	0	14	5
CCC(=O)N(c1ccc(F)cc1)C1C=CS(=O)(=O)C1 (stereo not given)	1	-2	155	3.2	-4	-4	0	14	-1
CC(=O)N(C)c1ccc(OCC(O)COc2ccc(N(C)C(C)=O)cc2)cc1	-1	1	5	0.3	-3	-6	6	-2	2
COc1ccc(C2CC(c3cccs3)Nc3nnnn32)cc1 (stereo not given)	0	-2	-12	2.1	-2	0	2	0	1
CCN(c1cccc(C)c1)S(=O)(=O)c1ccc2[nH]c(=O)c(=O)[nH]c2c1	-1	5	13	3.6	1	-3	7	5	-4
CC(C)(C)N1CC23CCC(C[C@@H]2C1=O)O3 (stereo not given in full)	2	1	-1	0.5	0	5	1	5	-1
CCC(CC)NC(=O)Cc1ccccc1[N+](=O)[O-]	5	-2	12	1.9	-4	-5	2	8	4
Cc1onc(-c2c(Cl)cccc2Cl)c1NC(=O)N(C)N	1	-13	-25	1.0	-4	2	2	-5	5
CCN(CC(=O)Nc1cc(Cl)ccc1C)C(=O)CCOc1ccc(C)cc1	4	4	8	0.3	7	0	1	9	3
Cc1cc(=O)[nH]c(=O)n1Cc1ccccc1	-6	2	10	1.2	-3	-1	0	4	0
CCCCC1CC(C)(C(=O)CSc2nc3ccccc3s2)OC1=O (stereo not given)	4	-12	-5	3.0	5	5	4	-7	6
COc1ccccc1N(C)S(=O)(=O)c1ccc(C(=O)OCC(=O)Nc2ccc(C(N)=O)cc2)cc1	·	-2	14	0.9	-2	·	2	11	-1
C=CCc1c(OC)ccc2c1c(S(=O)(=O)c1ccc(C)cc1)cn2COC	4	10	-3	4.1	5	3	0	-6	7
O=C(COC(=O)/C=C/c1cccs1)Nc1ccc(Cl)cc1F	·	8	-1	·	·	·	3	-5	1

# Screening data deposited in PubChem BioAssay by several laboratories.
